Screening data (PubChem)
SW480 rereplic = A quantitative high throughput screen for small molecules that induce DNA re-replication in SW480 colon adenocarcinoma cells. SW480 DNA re-replication, Hoechst DNA content imaging, 48 h. Potency, µM (titrated, usually from 46.1 µM), for inactives: at the top dose re-replication activation, usual class: activators. 1.8% of 340,000 active. AID 624297, 2012; note: % of control where 0% means no effect; nearly all actives have a fitted effect of over 55% in size
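Treated cells incubate 48 hr (37 C, 5% CO2), are stained 40 min with Hoechst, and nuclear fluorescence is enumerated; a rise in nuclei with high DNA signal marks re-replication.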
GLP1R ag = qHTS of GLP-1 Receptor Agonists | HEK293 GLP-1R CRE-luciferase, luminescence, 4-6 h; cells express a hypersensitive GLP-1R form | Potency, µM (series often up to 45.6 µM), for inactives: at the highest dose activation, most hits filed as activators | 0.007% of 380,000 active | AID 624172, 2012; note: % of control where 0% means no effect
Target sequence (P43220 whole entry, looked up): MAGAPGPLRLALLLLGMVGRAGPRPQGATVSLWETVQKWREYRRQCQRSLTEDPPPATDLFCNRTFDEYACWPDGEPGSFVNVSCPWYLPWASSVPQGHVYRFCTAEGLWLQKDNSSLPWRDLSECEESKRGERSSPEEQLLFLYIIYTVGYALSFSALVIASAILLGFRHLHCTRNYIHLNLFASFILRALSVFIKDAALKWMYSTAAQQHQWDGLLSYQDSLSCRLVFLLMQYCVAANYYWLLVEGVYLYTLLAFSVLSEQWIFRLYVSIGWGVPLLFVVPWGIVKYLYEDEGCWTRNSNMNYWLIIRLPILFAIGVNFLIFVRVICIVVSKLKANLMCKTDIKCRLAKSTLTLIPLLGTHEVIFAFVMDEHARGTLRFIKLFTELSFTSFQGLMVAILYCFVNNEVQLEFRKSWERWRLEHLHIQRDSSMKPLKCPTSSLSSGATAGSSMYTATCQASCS
HEK293 tox = qHTS of GLP-1 Receptor Inverse Agonists: Cytotox Screen; 0.13% of 410,000 active; HEK293 cAMP-luciferase reporter cells, luminescence, 24 h; Potency, µM (titrated, usually from 38.3 µM), for inactives: at the top dose activity change, negative = inhibition, hits mostly inhibitors; AID 624418, 2012;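 note: loss of luciferase light is scored as toxicity; % is set by controls: 0 for no effect and ±100 for the full control effect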
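A 23 nL compound transfer followed 12 hours of cell culture at 37 deg C; exposure then lasted 24 hr. Luciferase assay detection reagent was dispensed and plates read for luminescence after a 12 min room-temperature wait.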
HT1080 IDH1KD tx = qHTS for induction of synthetic lethality in tumor cells producing 2HG: qHTS for the HT-1080-IDH1KD cell line. HT-1080 IDH1 knockdown viability, ATP luminescence, 48 h. AID 686971, 2013. Potency, µM (highest dose often 46.1 µM), for the others: at the top dose activity, negative = toxicity, hits mostly cytotoxic. 2% of 360,000 active;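 note: 0% = DMSO wells and -100% = cell-free medium wells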
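Cytotoxicity counter-line: IDH1KD HT-1080, 48 h, CellTiter-Glo. Curves classed by r2, magnitude and activity.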
TDP-43 yeast inh = qHTS of TDP-43 Inhibitors; TDP-43 expressing yeast growth rescue, BacTiter-Glo, 24 h; Potency, µM (highest dose often 46.1 µM), for the others: at the highest dose growth rescue (activation), actives largely listed as activators; 1.8% of 410,000 active; AID 652104, 2013; note: % of control where 0% means no effect; nearly all actives have a fitted effect of over 50% in size
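Readout is BacTiter-Glo luminescence of cell growth, so inhibitors register as activators. TDP-43-expressing yeast at OD600=0.02 in galactose medium, after raffinose pregrowth to mid-log, were incubated with compound for 24 hr at 30 deg C.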
KB-3-1 cytotox = qHTS assay for MDR1-selective chemotherapeutics: Primary screen using the parental adenocarcinoma cell KB-3-1; KB-3-1 viability, CellTiter-Glo ATP luminescence, 72 h; Potency, µM (doses to about 46.1 µM), for inactives: top-dose activity change, negative = cytotoxic, actives largely listed as cytotoxic; 1.4% of 400,000 active; AID 1347075, 2019; note: % is set by controls: 0 for no effect and ±100 for the full control effect; nearly all actives have a fitted effect of over 60% in size
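Cytotoxicity measured as CellTiter-Glo luminescence after 72 h at 37 C. Compound titrations were pinned onto drug-naive KB-3-1 parental adenocarcinoma cells grown in DMEM with 10% FBS, and normalized data fitted to concentration-response curves.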
HT1080-NT tox = qHTS for induction of synthetic lethality in tumor cells producing 2HG: qHTS for the HT-1080-NT fibrosarcoma cell line. 1.6% of 360,000 active. HT-1080-NT fibrosarcoma viability, CellTiter-Glo ATP luminescence, 48 h. Potency, µM (series often up to 46.1 µM), without a hit: at the top dose activity, negative = less viability, usual class: cytotoxic. AID 686970, 2013;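 note: NT is the 2HG producing partner of a matched IDH1 knockdown line; 0% = DMSO-treated cells and -100% = media-only wells without cells; nearly all actives have a fitted effect of over 55% in size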
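Viability of the 2HG-overproducing fibrosarcoma line after 48 hours of compound exposure at 37 degrees C was determined by luminescence with CellTiter-Glo, and concentration-effect curves were then fitted and categorized.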
GLP1R inv ag = qHTS of GLP-1 Receptor Inverse Agonists (Inhibition Mode) | AID 624417, 2012 | Potency, µM (highest dose often 38.3 µM), for inactives: at the top dose activity change, negative = inhibition, actives largely listed as inhibitors | 1.6% of 410,000 active | HEK293 GLP-1R CRE-luciferase, luminescence, 24 h; GLP-1R form is constitutively active | Glucagon-like peptide 1 receptor (Homo sapiens), P43220; note: % is set by controls: 0 for no effect and ±100 for the full control effect; nearly all actives have a fitted effect of over 55% in size
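Readout was luciferase luminescence, measured 12 min after detection reagent at room temperature. Beforehand, GLP-1R reporter HEK293 cells had sat 12 h, then received compounds for 24 hr at 37 deg C.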
KB-V1 cytotox = qHTS assay for MDR1-selective chemotherapeutics: Primary screen using the drug-selected MDR subline cells KB-V1 | KB-V1 MDR cells viability, CellTiter-Glo, 72 h | Potency, µM (series often up to 46.1 µM), for the others: top-dose activity change, negative = cytotoxicity, actives largely listed as cytotoxic | 3.4% of 400,000 active; note: % is set by controls: 0 for no effect and ±100 for the full control effect; nearly all actives have a fitted effect of over 60% in size
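KB-V1, DMEM (no phenol red) + 10% FBS; cpd pin-transferred, titration series; 72 h, 37 degrees C; CellTiter-Glo, luminescence. Data normalized, curve-fit.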
Active calls of the source: *; u = inconclusive; x = no result given; & = joins results of further samples; [ ] = another dose, or the depositor's remark. Calls come from the whole dose curve; as a rule, active = well fitted curve in the direction sought with a large enough effect; inconclusive = small, poorly fitted or top-dose-only effect, or another doubt; inactive = no such curve, though single readings can be large; an effect the other way counts as inactive or inconclusive. Potency is the fitted concentration of half-maximal effect.

SMILES	SW480 rereplic	GLP1R ag	HEK293 tox	HT1080 IDH1KD tx	TDP-43 yeast inh	KB-3-1 cytotox	HT1080-NT tox	GLP1R inv ag	KB-V1 cytotox
CC(C)(C)NC(=O)CN(Cc1ccccc1)S(=O)(=O)c1ccccc1	14%	3%	13%	3%	-12%	0%	1%	-13%	-6%
CCc1nc2ccc(C(=O)NCc3ccc(OC)cc3)cn2c1N(CC)CCN(C)C	x	-4%	2%	7%	13%	0%	-2%	-20%	-16%
S=C(NCCCN1CCOCC1)NCCCN1CCOCC1	3%	1%	42%[activator]	5%	1%	3%	17%	18%	26%
CCSc1sccc1C1C(C#N)=C(N)N(c2cccnc2)C2=C1C(=O)CCC2 (configuration not stated)	-2%	7%	60%[activator]	7%	-2%	-4%	-3%	7%	16%
CCc1nnc(NC(=O)C2CC(=O)N(C3CCCC3)C2)s1 (configuration not stated)	0%	5%	3%	11%	-9%	8%	10%	17%	6%
Cc1onc(-c2ccccc2Cl)c1C(=O)OCC(=O)Nc1ccc2c(c1)OCO2	15%	2%	-4%	-16%	u	-3%	-1%	u	-7%
Cc1ccc(S(=O)(=O)N2CCC(C(=O)N[C@H](C(=O)N3CCN(C)CC3)C(C)C)CC2)cc1	-11%	-8%	3%	-2%	-11%	1%	9%	8%	8%
CC(C)CC(=O)NC1(C(F)(F)F)C(=O)Nc2c1c(=O)n(C)c(=O)n2C (configuration not stated)	u	0%	-1%	2%[9.24 µM]	-5%	-8%	4%	15%	-18%
CC(/C=C/c1ccc(N(C)C)cc1)=N\N=C(/N)SC1CC(=O)N(c2ccc(C(=O)O)cc2)C1=O (configuration not stated)	-2%	-5%	u	-2%	-1%	3%	5%	u	3%
c1ccc(NCCC2OCC3(CO2)COC(CCNc2ccccc2)OC3)cc1 (configuration not stated)	-3%	10%	0%	-4%	-23%	2%	2%	u	-10%
COc1cc(Cl)c(C)cc1NC(=O)Cn1c(NCCO)nc2ccccc21	u	12%	-11%	-10%	0%	-2%	-17%	-25%	-1%
CCCNC(=O)C(Cc1ccccc1)NC(=O)c1ccccn1 (configuration not stated)	-5%	0%	2%	17%	-3%	u	3%	19%	16%
CCNC(=O)C1(C)CCN(C(=O)c2ccc(-c3ccccc3)cc2)C1 (configuration not stated)	x	7%	2%	22%	5%	0%	4%	-26%	5%
COCC(=O)N(C)c1nnc(-c2cnc(C)cn2)s1	-1%	0%	10%	-2%	-10%	-3%	2%	17%	-2%
Cc1ccccc1Nc1scc(-c2ccc(Br)cc2)[n+]1-c1ccccc1C	16%	-4%	-6%	-14%	-14%[0.397 µM]	-20%	-12%	u	u
COc1ccc(N2CCN(C(=S)NCc3ccc(C)cc3)CC2)cc1	2%	7%	6%	4%	2%	1%	2%	-15%	30%
Cc1cc(C(=O)NCCCN2CCOCC2)n(-c2ccccc2)n1	-4%	3%	-8%	2%	9%	u	2%	5%	u
CCOC(=O)N1CCN(Cc2nc3cc(NC(=O)c4ccco4)ccc3n2C)CC1	-7%	8%	-13%	6%	7%	2%	-3%	19%	-9%
Cc1nn(Cc2ccc(C(=O)N3CCOCC3)o2)c(C)c1Br	-7%	0%	1%	-2%	-9%	-4%	-2%	-7%	u
CNc1nc(SCC(=O)Nc2ccccc2)nc(N2CCOCC2)n1	-2%	-3%	-5%	-1%	-1%	x	-11%	19%	x

One compound at a time (already shown):
S=C(NCCCN1CCOCC1)NCCCN1CCOCC1 across the screens: SW480 rereplic: 3%; GLP1R ag: 1%; HEK293 tox: 42%[activator]; HT1080 IDH1KD tx: 5%; TDP-43 yeast inh: 1%; KB-3-1 cytotox: 3%; HT1080-NT tox: 17%; GLP1R inv ag: 18%; KB-V1 cytotox: 26%
Cc1ccccc1Nc1scc(-c2ccc(Br)cc2)[n+]1-c1ccccc1C across the screens: SW480 rereplic: 16%; GLP1R ag: -4%; HEK293 tox: -6%; HT1080 IDH1KD tx: -14%; TDP-43 yeast inh: -14%[0.397 µM]; KB-3-1 cytotox: -20%; HT1080-NT tox: -12%; GLP1R inv ag: u; KB-V1 cytotox: u
Cc1nn(Cc2ccc(C(=O)N3CCOCC3)o2)c(C)c1Br across the screens: SW480 rereplic: -7%; GLP1R ag: 0%; HEK293 tox: 1%; HT1080 IDH1KD tx: -2%; TDP-43 yeast inh: -9%; KB-3-1 cytotox: -4%; HT1080-NT tox: -2%; GLP1R inv ag: -7%; KB-V1 cytotox: u

Additional structures
SMILES	SW480 rereplic	GLP1R ag	HEK293 tox	HT1080 IDH1KD tx	TDP-43 yeast inh	KB-3-1 cytotox	HT1080-NT tox	GLP1R inv ag	KB-V1 cytotox
N#Cc1nc(-c2ccc(OCc3ccc(Cl)cc3)cc2)oc1NCc1cccnc1	-3%	0%	-13%	7%	9%	16%	11%	-12%	10%
CC1CCCCN1CCCNC(=O)CN1C(=O)CSc2ccc(S(=O)(=O)N3CCOCC3)cc21 (configuration not stated)	0%	-5%	-1%&3%	u	4%&12%	18%	17%	19%&0%	13%
CCN(CC)C(=O)C1CCC(CNS(=O)(=O)c2cccc3cccnc23)CC1 (configuration not stated)	0%	1%	1%	-3%	10%	15%	0%	3%	-3%
COn1c(SCC(N)=O)nc2ccccc2c1=O	-1%	12%	-2%	13%	8%	-5%	17%	9%	0%
Cc1nn(-c2ccccc2)c(C)c1/C=N/NC(=O)c1ccccc1O	4%	8%	17%	-2%	5%	-3%	1%	39%[activator]	2%
COc1cccc(C(=O)Nc2cc(=O)n(C)c(=O)n2C)c1	-4%	3%	5%	7%	10%	-3%	-3%	14%	-6%
COc1ccc(-c2cc(=O)oc3c(C)c(O)c(CN(C)C)cc23)cc1	12%	-13%	x	-9%	-12%	16%	-10%	-9%	2.3µM*
O=C(CSc1ccc(C(F)(F)F)cn1)Nc1ccccc1	2%	12%	9%	10%	22%	0%	17%	1%	1%
CCC(C)[C@H](NC(=O)NCc1cccs1)C(=O)OC (some centres not stated)	-5%	2%	3%	9%	-15%	3%	-6%	0%	-13%
CCN(Cc1ccccc1)C(=O)Cn1c(=O)n(-c2ccc(OC)cc2OC)c(=O)c2c(C)c(C)sc21	0%	-3%	-15%&-3%	4%	9%&0%	0%&3%	2%	-20%&0%	9%&2%
Nc1nc(COC(=O)c2ccc3c(c2)OCCO3)nc(Nc2ccccc2)n1	-2%	0%	-21%	-8%	-8%	1%	-7%	35%[activator]	21µM*
CCCCNC(=O)c1cc2c(=O)n(CC)c3ccccc3c2s1	-2%	6%	6%	u	5%	-3%	24%	38%	0%
CC1(C(=O)Nc2cccnc2)Cc2c(-c3ccccc3)ccnc2O1 (configuration not stated)	x	12%	5%	0%	11%	-2%	-5%	2%	0%
CCC(=O)Nc1cc2c(cc1C(=O)c1ccccc1)OCCO2	0%	-3%	1%	5%	20%	1%	-3%	0%	0%
Cc1ccccc1OCCC(=O)N(Cc1ccccc1)c1c(N)n(Cc2ccccc2)c(=O)[nH]c1=O	9%	-17%	18%	-2%	11%	u	-2%	-29%	-8%
Cc1csc2ncc(C(=O)NCc3ccc4c(c3)OCO4)c(=O)n12	-7%	12%	0%	11%	10µM*	22%	0%	97%[activator]	0%
COc1ccc(Cc2nc3c4c(ncn3n2)Oc2c(ccc3ccccc23)C4c2ccc(OC)c(OC)c2)cc1 (configuration not stated)	-1%	3%	-7%	22%	24%	3%	23%	2%	u
Cc1noc(C)c1S(=O)(=O)N1CCN(C(c2ccccc2)c2ccc(Cl)cc2)CC1 (configuration not stated)	-3%	-2%	-12%	-1%	14%	-33%	-3%	u	-19%
COc1ccc(N(C(=O)CCl)C(C)(C(=O)Nc2c(C)cccc2C)c2ccccn2)cc1 (configuration not stated)	-3%	-3%	11%	4%	-21%	3%	2%	9%	-23%
CCCCCCCn1c2c(c(=N)c3c1CCC3)CCCC2	0%	9%	-29%	7.3µM*	-3%	0.58µM*	9.2µM*	-9%	u
COc1ccc(C2NC(=O)N(C)C3=C2C(=O)N(c2ccc(C(=O)O)cc2)C3)cc1 (configuration not stated)	x	-4%	6%	x	-4%	6%	x	3%	5%
O=C(COC(=O)Cc1ccccc1[N+](=O)[O-])NCc1ccc(Cl)cc1	1%	4%	2%	7%	24%	-2%	17%	9%	u
